# Assay outcomes deposited in PubChem by several laboratories.
# IMP-1 inh: inhibitors of Pseudomonas aeruginosa IMP-1 metallo-beta-lactamase. purified IMP-1, nitrocefin hydrolysis, epi-absorbance fluorescence. inhibition, % at 5.6 µM. 290,000 compounds, 0.45% hits. AID 1556;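 active = inhibition above the mean plus 3 SD of all compounds in the same screening run, cut at about 4.5% in these data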;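 note: 0% = IMP-1 with DMSO and 100% = DMSO wells lacking enzyme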
#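 Test system: recombinant IMP-1 enzyme, purified / Medium: HEPES buffer pH 7.1 with ZnSO4 and Brij 35 / Doses: single dose, 5.6 µM / Times: 25 °C, 15 min preincubation, 25 min reaction / Detection: Epi-absorbance via hydrolysed-nitrocefin quenching of white-plate fluorescence, 480/530 nm, EDTA stop / Evaluation: percent inhibition from optical density relative to buffer-blank wells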
# M18AAP inhibitor: PfM18AAP enzyme inhibition | AID 1822 | inhibition, % at 7.35 µM | 290,000 compounds, 1.2% hits | recombinant PfM18AAP, H-Glu-NHMec fluorogenic cleavage;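 active = inhibition above the campaign mean inhibition over all tested compounds plus 3 SD, cut at about 28% in these data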;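 note: 0% = plate median of test compound wells and 100% = 2 mM ZnCl2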
# DNA FID counter: displaces DNA intercalator in HCV helicase counter-screen; 290,000 compounds, 0.17% hits; inhibition, % at 7.9 µM; AID 1845; DNA fluorescent intercalator displacement, fluorescence; in the data active = inhibition above about 37%;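 note: 0% = vehicle and 100% = reference compound; higher means more ethidium bromide displaced from hairpin DNA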
# MEKK2 WT-MEK5: raises or lowers MEK5 binding to wildtype human MEKK2 PB1 domain. Q9Y2U5. bead flow cytometry, Alexa488-MEK5 binding to MEKK2 WT; actives lie on both sides. binding response (% of control), % at 10 µM. 290,000 compounds, 1.1% hits. AID 1531; in the data active = binding response below about 67% or above about 130%
# MEKK2mut PB1 HTS: signal of MEK5 binding to mutant human MEKK2 PB1 domain; bead flow cytometry, Alexa488-MEK5 binding to MEKK2 mutant; percent response, % at 10 µM; 290,000 compounds, 0.35% hits; AID 1530; in the data active = percent response above about 24%, passing the limit was not always enough; note: inactives centre near 1; some results filed as inactive read as strong as hits
# SUMO HTRF inh: inhibitors of human SUMOylation (UBC9) | AID 2006 | 290,000 compounds, 0.36% hits | HTRF SUMOylation assay, SAE1/SAE2 + UBC9, in vitro | inhibition, % at 35 µM; in the data active = inhibition above about 50%, passing the limit was not always enough; note: strong numbers were not always called active
# Target sequence (P63279 whole entry, looked up): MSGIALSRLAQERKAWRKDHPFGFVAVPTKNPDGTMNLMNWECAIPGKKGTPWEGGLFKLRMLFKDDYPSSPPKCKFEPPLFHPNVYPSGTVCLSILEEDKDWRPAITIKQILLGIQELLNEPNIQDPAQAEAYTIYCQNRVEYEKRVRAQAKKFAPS
# NALP1 inh: blocks the NALP1 inflammasome reconstituted in yeast | inhibition, % at 10 µM | S. cerevisiae NALP1/ASC/caspase-1 growth, X-gal OD620, 72 h | 280,000 compounds, 0.61% hits; in the data active = inhibition mostly above about 24%, no sharp cut-off; inactive = mostly below about 32%; note: some compounds called inactive have numbers as strong as hits
# VIM-2 inhibitor: blocks Pseudomonas aeruginosa VIM-2 metallo-beta-lactamase; purified VIM-2, nitrocefin hydrolysis, epi-absorbance fluorescence; inhibition, % at 5.6 µM; 290,000 compounds, 0.89% hits;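 active = inhibition above the mean of all tested compounds plus 3 SD, cutoff set per screening run, cut at about 7.5% in these data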;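 note: red hydrolysis product quenches plate fluorescence so inhibitors raise well fluorescence; 0% = enzyme with DMSO and 100% = DMSO without enzyme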
# HCV NS3 hel inh: HCV NS3 helicase inhibition; 290,000 compounds, 0.56% hits; inhibition, % at 10.9 µM; NS3 helicase DNA unwinding, Cy5 molecular beacon fluorescence;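 active = inhibition above the mean of all tested compounds plus 3 SD, set per campaign, cut at about 35% in these data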;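 note: 0% = DMSO wells and 100% = thioflavine S control wells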
#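 assay system = NS3 helicase fragment of HCV | buffer or medium = MOPS pH 6.5, MgCl2, DTT, Tween20, BSA | timing = 60 min unwinding reaction at 25 °C after ATP addition | signal = Cy5 beacon fluorescence read at start and 1 h | read-out basis = % inhibition of unwinding | control set = low DMSO, high thioflavine S at 110 µM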
# An asterisk follows results filed as active; x = not tested or not shown; [ ] = dose if it differs, or a comment.
SMILES,IMP-1 inh,M18AAP inhibitor,DNA FID counter,MEKK2 WT-MEK5,MEKK2mut PB1 HTS,SUMO HTRF inh,NALP1 inh,VIM-2 inhibitor,HCV NS3 hel inh
CCN(CC)S(=O)(=O)c1ccc(NC(=O)c2cc(-c3cccs3)nc3ccccc23)cc1,-5.1,1,-6,106,-1,6,20,-3.9,-5
Nc1nc(-c2ccc(Cl)cc2)nn1C(=O)c1cccs1,-0.6,-4,0,99,-1,-12,-8,-3.0,-8
N#CCCSCc1ccc(OCC(=O)O)cc1,-3.4,-1,2,99,2,0,4,-3.0,-6
O=C(Nc1ccc2oc(=O)ccc2c1)c1ccco1,-0.2,-5,0,110,6,34,7,-0.8,-3
Cc1ccc(C(c2nnnn2C2CCCC2)N2c3ccccc3CC2C)cc1 (centres undefined),1.1,2,-22,95,-2,-29,27,-1.3,-6
O=C(CN1CCN(c2ccccc2F)CC1)NCc1ccc(Cl)cc1,1.5,5,-25,96,-8,-15,17,-0.8,7
O=C(Nc1ccc(Cl)cc1)c1cccc(S(=O)(=O)Nc2ccccn2)c1,-2.4,-4,-12,96,-4,3,12,-1.6,-10
c1ccc(Nc2nn[nH]n2)cc1,-2.8,-2,3,90,-2,2,-8,-4.6,-11
C/C(=N\NC(=O)CN1CCN(Cc2ccccc2)CC1)c1cccs1,0.1,-8,0,90,-16,12,14,-1.7,20
O=C(COC(=O)C12CC3CC(CC(C3)C1)C2)Nc1ccccc1F,-3.1,5,-21,92,-2,-21,20,-2.6,7
N#Cc1ccc(-c2nc3cc(Cl)ccc3c(=O)n2O)cc1,-2.2,-9,-9,102,0,5,42*,-0.2,29
CCCC(=O)C1=C(O)C(C(=O)OC)C(C)(C)CC1=Nc1ccc(OC)cc1 (centres undefined),-2.2,-5,-27,89,-9,10,-2,-1.0,-15
COCCNC(=O)C(c1ccc(C)cc1)N(C(=O)CCC(=O)Nc1ccccn1)c1cccc(C)c1 (centres undefined),-1.6,-15,-41,88,-11,13,8,-0.9,-12
O=C(CSc1nnc(CNC(=O)c2ccc(F)cc2)o1)Nc1nccs1,-1.3,30*,-20,99,0,-11,-14,-4.2,-1
CCCOc1ccc(/C=C2\SC(=S)N(CC3CCCO3)C2=O)cc1 (centres undefined),-5.0,1,-5,97,-1,0,27,-4.3,18

# 6 compounds already listed, ordered by count of non-hydrogen atoms, lowest first:
SMILES,IMP-1 inh,M18AAP inhibitor,DNA FID counter,MEKK2 WT-MEK5,MEKK2mut PB1 HTS,SUMO HTRF inh,NALP1 inh,VIM-2 inhibitor,HCV NS3 hel inh
N#CCCSCc1ccc(OCC(=O)O)cc1,-3.4,-1,2,99,2,0,4,-3.0,-6
N#Cc1ccc(-c2nc3cc(Cl)ccc3c(=O)n2O)cc1,-2.2,-9,-9,102,0,5,42*,-0.2,29
O=C(COC(=O)C12CC3CC(CC(C3)C1)C2)Nc1ccccc1F,-3.1,5,-21,92,-2,-21,20,-2.6,7
O=C(CN1CCN(c2ccccc2F)CC1)NCc1ccc(Cl)cc1,1.5,5,-25,96,-8,-15,17,-0.8,7
O=C(CSc1nnc(CNC(=O)c2ccc(F)cc2)o1)Nc1nccs1,-1.3,30*,-20,99,0,-11,-14,-4.2,-1
Cc1ccc(C(c2nnnn2C2CCCC2)N2c3ccccc3CC2C)cc1 (centres undefined),1.1,2,-22,95,-2,-29,27,-1.3,-6

# More records
SMILES,IMP-1 inh,M18AAP inhibitor,DNA FID counter,MEKK2 WT-MEK5,MEKK2mut PB1 HTS,SUMO HTRF inh,NALP1 inh,VIM-2 inhibitor,HCV NS3 hel inh
COCCSc1nnc(NC(=O)c2cc(C(=O)OC)cc([N+](=O)[O-])c2)s1,-4.1,-2,-13,100,-1,-6,8,-2.2,6
CC(=O)Nc1ccc(-c2cc3ccccc3o2)cc1,-1.3,0,4,71,-17,24,18,-3.0,7
COc1ccc(NC(=O)c2ccc(CNc3c(N4CCCC4)c(=O)c3=O)cc2)cc1Cl,-2.9,3,-8,97,-4,4,x,-2.7,-3
COc1cc2[nH]c3c(=O)n(CCN4CCOCC4)cnc3c2cc1OC,0.1,-8,-6,95,-3,17,x,-0.8,6
COc1ccc(/C=C/C(=O)NC(=S)N2CCCC(C(N)=O)C2)cc1 (centres undefined),-1.4,3,-14,100,-1,14,-4,-3.0,4
CCc1nnc(NC(=O)CN2CCN(c3ccc(Cl)cc3)CC2)s1,-2.8,10,-1,x,x,x,x,-3.7,1
CCOC(=O)C1=C(C)NC(C)=C(C(=O)OCCNC(=O)c2cccnc2)C1c1cccc([N+](=O)[O-])c1 (centres undefined),-4.3,-1,-28,104,-1,-5,13,-2.6,11
Cc1ccc(S(=O)(=O)CCC(=O)OCc2ccc(Cl)cc2)cc1,-2.4,-2,-13,102,-1,-10,18,-2.3,3
Cc1ccc(C(=O)NC(C)c2nnc(SCC(=O)NC3CCCC3)n2C)cc1 (centres undefined),-2.7,1,-11,102,-1,2,-5,-2.5,3
NS(=O)(=O)c1ccc(NC(=O)c2ccc(COc3ccccc3)o2)cc1,-3.0,-2,-2,103,-2,5,-4,-2.3,0
CC(=O)c1ccc(NC(=O)c2ccn(C(=O)OCC(C)C)n2)cc1,-2.6,1,-8,106,-1,2,4,-3.8,5
O=C(CCCN1C(=O)c2cccc3cccc(c23)C1=O)NCCN1CCOCC1,-1.2,-4,15,x,x,14,17,3.0,5
O=C(COC(=O)c1cccc2ccccc12)Nc1cccnc1Cl,-3.6,-1,-15,120,22,3,23,-2.8,4
Cc1cc(C)nc(/N=C2/NC(=O)CS2)n1,-0.4,-3,1,103,4,3,9,1.0,-2
Cc1cc(C(=O)Nc2nc3c(s2)CCCC3)cs1,-3.3,0,-1,114,11,24,-2,-2.8,-5

# M18AAP inhibitor: hit marks shown above
Structure | IMP-1 inh | M18AAP inhibitor | MEKK2 WT-MEK5 | MEKK2mut PB1 HTS | SUMO HTRF inh | NALP1 inh | VIM-2 inhibitor | HCV NS3 hel inh
O=C(CSc1nnc(CNC(=O)c2ccc(F)cc2)o1)Nc1nccs1 | -1.3 | 30* | 99 | 0 | -11 | -14 | -4.2 | -1

# Some values from the results shown.
# VIM-2 inhibitor, `O=C(Nc1ccc2oc(=O)ccc2c1)c1ccco1` reads -0.8
# DNA FID counter, `N#Cc1ccc(-c2nc3cc(Cl)ccc3c(=O)n2O)cc1` reads -9

# (listing goes on)
SMILES,IMP-1 inh,M18AAP inhibitor,DNA FID counter,MEKK2 WT-MEK5,MEKK2mut PB1 HTS,SUMO HTRF inh,NALP1 inh,VIM-2 inhibitor,HCV NS3 hel inh
CCOCCn1c(N2CCCC2)nc2c1c(=O)[nH]c(=O)n2C,-0.8,-18,-9,110,7,13,23,-3.0,-8
O=C(O)c1cccc(S(=O)(=O)Nc2ccccc2C(=O)NCCc2ccccc2)c1,0.1,-4,-23,98,-3,21,14,2.1,4
C/C(=N\O)C(=O)NCCCn1ccnc1,-2.4,3,2,109,16,0,12,-2.5,-1
Fc1ccc(Nc2nnns2)cc1,-0.7,9,2,102,2,12,8,-2.1,5
CC(C)CCn1c(CN2CCN(Cc3ccccc3)CC2)nc2c1c(=O)[nH]c(=O)n2C,-2.7,-5,-5,97,0,8,8,-1.5,-1
CNC(=O)c1csc(-c2ccncc2)n1,-2.0,2,3,97,1,23,30,-6.2,2
O=S(=O)(c1ccc(C(F)(F)F)cc1)N1CCCN(c2ccc(C(F)(F)F)cn2)CC1,1.8,-19,-2,46*[inhibitor],-26,-11,0,2.0,11
COC(=O)CN(C(=S)Nc1ccc(F)cc1)C1CC(=O)N(c2ccc(OC)cc2)C1=O (centres undefined),-1.4,0,-2,99,2,-9,x,-2.0,0
COc1ccc(C(=O)Nc2c(C)ccc3nsnc23)cc1[N+](=O)[O-],-4.0,2,2,100,-3,18,28,-0.3,5
CC(C)(CN1CCC(Cc2ccccc2)CC1)NS(=O)(=O)c1ccccc1,-4.2,-4,23,108,3,-11,24,-2.3,-48
COc1cccc(NC(=O)CN(Cc2ccccc2)S(C)(=O)=O)c1,-2.3,0,-5,99,-2,-2,20,-1.5,-6
CCC1=NN(C(=O)COc2ccccc2)C(O)(c2ccncc2)C1 (centres undefined),-1.4,-5,-12,82,-15,-2,-8,-1.1,-1
O=[N+]([O-])c1ccc(Cc2nnc(-c3ccc(F)cc3)o2)cc1,-2.1,1,-1,103,-1,11,3,-2.7,4
CC1(C(=O)NCc2ccccn2)C=CCN1C(=O)c1ccccc1 (centres undefined),0.8,-1,1,65,1,13,21,0.5,18
Cc1onc(-c2cccc(Cl)c2Cl)c1C(=O)O/N=C(\N)c1ccc([N+](=O)[O-])o1,-0.6,-6,6,96,-12,10,23,-2.0,-9

# The list goes on, starting with the last two of the part before.
SMILES,IMP-1 inh,M18AAP inhibitor,DNA FID counter,MEKK2 WT-MEK5,MEKK2mut PB1 HTS,SUMO HTRF inh,NALP1 inh,VIM-2 inhibitor,HCV NS3 hel inh
CC1(C(=O)NCc2ccccn2)C=CCN1C(=O)c1ccccc1 (centres undefined),0.8,-1,1,65,1,13,21,0.5,18
Cc1onc(-c2cccc(Cl)c2Cl)c1C(=O)O/N=C(\N)c1ccc([N+](=O)[O-])o1,-0.6,-6,6,96,-12,10,23,-2.0,-9
COc1ccc(-c2[nH]ncc2/C=N/NC(=O)c2ccncc2)c(OC)c1,-2.1,4,-16,101,0,14,-6,-3.1,2
CCC1(N(C(C)=O)c2ccc(OC)cc2)C(=O)c2ccccc2C1=O,21*,-4,-18,80,-7,26,-11,-0.3,8
O=C(NCc1ccccc1)c1ccccc1Br,-1.3,3,8,99,-1,7,18,-3.1,10
CCOC(=O)c1sc(NC(=O)/C=C/c2cnn(C)c2C)c(C(=O)OCC)c1C,-2.8,-1,0,x,x,10,-6,-1.5,-2
COc1ccc(NC(=O)CN(C)CC(=O)Nc2ccc(Cl)cc2F)cc1,-1.5,0,-19,88,-9,-5,-3,-1.4,-8
CCN(CC)S(=O)(=O)c1ccc(S(=O)(=O)N2CCC(C(=O)NC3CCN(Cc4ccccc4)CC3)CC2)cc1,-0.3,-15,-4,98,-2,15,2,0.6,-11
CC(=O)c1ccc(NC(=O)c2onc(C)c2Cl)cc1,-1.6,-9,-3,107,4,11,7,-0.5,-3
CCOc1ccc(N2CC(C(=O)Nc3ccc(N4CCOCC4)cc3)CC2=O)cc1 (centres undefined),-1.7,2,-6,92,1,18,-1,-2.8,7
CCN(CC)CCC#CC(O)(c1ccccc1)c1ccccc1,0.1,5,8,98,1,0,25,-0.3,-2
CCOC(=O)c1nc(-c2ccccc2)oc1N(C)C,0.3,-7,-15,96,2,16,8,1.2,1
COc1ccc(-c2[nH]ncc2CN(C)C(C)c2cccs2)c(F)c1 (centres undefined),-2.4,-5,2,105,7,4,4,-2.7,4
CC(c1ccon1)N(C)Cc1cn[nH]c1-c1ccc(F)cc1F (centres undefined),-1.5,0,-5,87,-21,18,x,-0.9,-4
Cc1ccc(S(=O)(=O)N2CCN(C(=O)COc3ccc(NC(=O)c4ccco4)cc3)CC2)cc1,-2.9,2,-12,93,-6,1,14,-1.8,-9
